# D3 antag: antagonists of human D3 dopamine receptor. P35462. D3R cells, DiscoveRx beta-arrestin luminescence, antagonist mode; active compounds read low. max response, negative = inhibition, %. 360,000 compounds, 2.5% hits. AID 652054; in the data active = max response below about -50%; inconclusive = no clear call, values can overlap the other calls; also: % is scaled to controls: 0 for no effect and ±100 for the full control effect; mostly tested at two doses, the higher about 12 µM
#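 Cells expressing the human receptor were seeded at 1500 cells/well, incubated overnight at 37 degrees C in 5% CO2, then exposed to library compounds with dopamine controls for 90 minutes at 37 degrees C before luminescent detection.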
# TDP-43 yeast inh: inhibitors of TDP-43 toxicity in yeast | Potency, µM (titrated, usually from 46.1 µM), without a hit: top-dose growth rescue (activation), most hits filed as activators | 410,000 compounds, 1.8% hits | AID 652104 | TDP-43 expressing yeast growth rescue, BacTiter-Glo, 24 h; also: potency is read from the fitted curve at half-maximal effect; % of control where 0% means no effect; nearly all actives have a fitted effect of over 50% in size
#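 Cell-based yeast growth screen: TDP-43 expression induced in galactose, inoculum OD600=0.02 after raffinose pregrowth to mid-log. Read-out BacTiter-Glo luminescence at 24 hr, 30 deg C; inhibition of toxicity seen as signal increase.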
# Abeta yeast res: A-beta toxicity reversal in yeast | yeast expressing A-beta42, growth rescue, OD600, 48 h; response scale: 0% DMSO, 100% iron-clioquinol control | Potency, µM (titrated, usually from 46.1 µM), for the others: at the top dose growth rescue, hits mostly activators | 410,000 compounds, 0.063% hits; also: potency is read from the fitted curve at half-maximal effect; nearly all actives have a fitted effect of over 55% in size
#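 Growth rescue measured by 600 nm absorbance after 48 h yeast culture at 30 C with compound. Values normalized between DMSO and an equimolar ferric chloride plus clioquinol control.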
# EPAC2 ag: EPAC2 (human) agonism; Q8WZA2; EPAC2 activation, biochemical qHTS; response scale: 100% = 6.5 mM cAMP response; Potency, µM (top dose mostly 154 µM), without a hit: at the highest dose activation, most hits filed as activators; 360,000 compounds, 0.079% hits; also: potency is read from the fitted curve at half-maximal effect; nearly all actives have a fitted effect of over 50% in size
# Target sequence (Q8WZA2 whole entry, looked up): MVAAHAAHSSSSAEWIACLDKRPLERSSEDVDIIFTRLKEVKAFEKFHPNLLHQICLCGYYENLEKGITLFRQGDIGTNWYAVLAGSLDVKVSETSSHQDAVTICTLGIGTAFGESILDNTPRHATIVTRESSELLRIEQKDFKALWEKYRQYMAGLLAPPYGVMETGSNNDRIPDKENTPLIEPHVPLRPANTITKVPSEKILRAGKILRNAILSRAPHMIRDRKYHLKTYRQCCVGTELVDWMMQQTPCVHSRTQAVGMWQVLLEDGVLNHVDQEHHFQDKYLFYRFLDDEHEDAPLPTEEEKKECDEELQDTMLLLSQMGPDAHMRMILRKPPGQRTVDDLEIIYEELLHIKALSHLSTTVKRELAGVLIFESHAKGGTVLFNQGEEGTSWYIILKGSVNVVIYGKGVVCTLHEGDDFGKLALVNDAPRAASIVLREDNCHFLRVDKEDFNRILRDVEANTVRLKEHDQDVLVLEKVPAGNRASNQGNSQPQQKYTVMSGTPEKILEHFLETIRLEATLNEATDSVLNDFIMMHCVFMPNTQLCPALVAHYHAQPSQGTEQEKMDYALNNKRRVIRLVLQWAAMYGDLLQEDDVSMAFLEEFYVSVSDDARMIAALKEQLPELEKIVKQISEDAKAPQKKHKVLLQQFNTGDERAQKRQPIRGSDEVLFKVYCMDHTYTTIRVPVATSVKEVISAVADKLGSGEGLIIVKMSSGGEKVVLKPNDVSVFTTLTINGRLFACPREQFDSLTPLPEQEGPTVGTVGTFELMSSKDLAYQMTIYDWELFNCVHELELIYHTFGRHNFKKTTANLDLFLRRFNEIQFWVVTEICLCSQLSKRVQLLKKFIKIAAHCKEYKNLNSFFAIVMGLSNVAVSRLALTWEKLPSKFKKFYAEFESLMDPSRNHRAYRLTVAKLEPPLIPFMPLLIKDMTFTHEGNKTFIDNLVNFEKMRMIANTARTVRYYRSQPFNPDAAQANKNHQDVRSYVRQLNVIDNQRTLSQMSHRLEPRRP
#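 qHTS, titration series. 100 nM EPAC2 / 250 nM Rap1B-BODIPY-GDP / 50 uM GDP; RT; ex 480/em 540 nm, 5-min reads to 30 min. Norm. to 6.5 mM cAMP = activation.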
# FUS yeast rescue: suppressors of FUS proteinopathy in yeast. S. cerevisiae FUS-expressing, growth rescue, OD600, 24 h. Potency, µM (highest dose often 76.6 µM), without a hit: at the top dose growth rescue (activation), hits mostly activators. 390,000 compounds, 0.24% hits;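 also: potency is read from the fitted curve at half-maximal effect; plate controls were DMSO vehicle for no effect and reference control for full effect; nearly all actives have a fitted effect of over 55% in size; some results filed as inactive show a strong effect at the top dose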
#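 Compound concentration series was pinned onto galactose-induced FUS-expressing yeast seeded at OD 0.005. Plates sat 24hr at 30C; absorbance at 600 nm gave growth. DMSO served as background control.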
# EPAC2 antagonist: EPAC2 (human) antagonism | 360,000 compounds, 0.18% hits | Potency, µM (doses to about 114 µM), without a hit: at the highest dose activity, negative = inhibition, most hits filed as inhibitors | AID 720708 | EPAC2 GEF exchange of Rap1B-BODIPY-GDP, fluorescence; also: potency is read from the fitted curve at half-maximal effect; % is scaled to controls: 0 for no effect and ±100 for the full control effect; nearly all actives have a fitted effect of over 45% in size; many of its hits are not listed in these tables
# DRD3 agonist: agonists of human D3 dopamine receptor. 410,000 compounds, 0.58% hits. P35462. D3R DiscoveRx beta-arrestin cells, luminescence, 90 min. max activation, %; in the data active = max activation above about 30%; also: 0% is about no effect; mostly tested at two doses, the higher about 12 µM
#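 Cells at 1500/well, incubated overnight, then treated with pinned compounds (dopamine as control) for 90 min at 37 degrees C. DiscoveRx reagent added for 30 - 60 minutes at room temperature; luminescence read.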
# aSyn yeast inh: alpha-synuclein toxicity inhibition in yeast; Yeast expressing alpha-synuclein, growth rescue, BacTiter-Glo, 24 h; 370,000 compounds, 0.14% hits; Potency, µM (titrated, usually from 46.1 µM), without a hit: top-dose growth rescue (activation), hits mostly activators; also: potency is read from the fitted curve at half-maximal effect; % of control where 0% means no effect; nearly all actives have a fitted effect of over 65% in size
#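 Rescue of yeast growth: cells expressing toxic alpha-synuclein, induced in galactose at OD600 0.02, incubated with compound 24 h at 30 C. ATP luminescence quantified growth; inhibitors of toxicity appear as activators.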
# Active calls of the source: *; ? = inconclusive; . = not tested or not shown; [ ] = dose if it differs, or a comment. Unless noted, calls follow the shape of the dose curve; as a rule, active = well fitted curve in the direction sought with a large enough effect; inconclusive = small, poorly fitted or top-dose-only effect, or another doubt; inactive = no such curve, though single readings can be large; an effect the other way counts as inactive or inconclusive. Not all compounds are listed, so the mix of outcomes need not match the whole.
SMILES,D3 antag,TDP-43 yeast inh,Abeta yeast res,EPAC2 ag,FUS yeast rescue,EPAC2 antagonist,DRD3 agonist,aSyn yeast inh
CCCNC(=O)COc1coc(CN2CCN(c3ccccc3)CC2)cc1=O,12,7%,3%,10%,-16%,0%,3,5%
O=C(Nc1ccccc1C(=O)N/N=C/c1ccco1)c1ccc(F)cc1,-17,-29%,-36%[inhibitor],-4%,4%,16%,-11,-37%[inhibitor]
Cc1cc(=O)oc2c(C)c(OCC(=O)NC3CC(C)(C)NC(C)(C)C3)ccc12,2,5%,-10%,-3%,-14%,-4%,12,1%
CCCN1Cc2cccc(C(=O)Nc3ccc(C(C)=O)cc3)c2C1=O,.,-13%,-12%,.,-1%,.,-3,.
CC(C)c1cc(N2CCN(C(=O)c3ccco3)CC2)n2c(nc3ccccc32)c1C#N,8,8%,5%,0%,-12%,-4%,-3,0%
COC(=O)C1=C(O)/C(=C\c2ccc(OCC(=O)Nc3ccc(OC)cc3)cc2)N=C1C,5,1%,-5%,-9%,33%,0%,0,-8%
CN(c1ccccc1)S(=O)(=O)c1cc(C(=O)OCC(=O)N2CCN(C(=O)c3ccco3)CC2)ccc1Cl,19,14%,16%,6%,27%,-3%,8,25%
CCOCC(=O)Nc1ccc([N+](=O)[O-])cc1Cl,0,-18%,-3%,11%,5%,-4%,-8,1%
O=C(Cc1ccccc1)NC(Nc1cccc2ccccc12)C(Cl)(Cl)Cl (stereo not given),-14,-8%,0%,-4%,11%,-17%,-2,-2%
CCCNC(=O)Cn1nc(C)n2c(cc3cc(F)ccc32)c1=O,7,-4%,-8%,4%,-31%,8%,1,3%
CSc1ccc(CNc2ncc(-c3ccccc3)n2C)cc1,.,14%,4%,.,-11%,.,-22,.
OC1(c2cccs2)CN(c2ccccc2)C2=[N+]1CCCC2 (stereo not given),-3,7%,1%,5%,6%,7%,-9,0%
Cc1ccc2nc(N(CCN(C)C)C(=O)c3ccc4c(c3)OCCO4)sc2c1,-7,-7%,3%,3%,-10%,-8%,-20,0%
Cc1cc(C)cc(NC(=S)NCC2CCN(C(C)c3ccccc3)C2)c1 (stereo not given),-15,-12%,1%,6%,26%,12%,2,0%
O=C1CC(c2nc3ccccc3n2CCCOc2ccccc2)CN1c1ccc(F)cc1 (stereo not given),.,10%,-22%,.,7%,.,-21,.
O=C(CSc1nc2ccccc2c(=O)n1CCC(=O)N1CCCCC1)NCc1ccccc1,17,18%,12%,8%,25%,-2%,1,10%
CCN(CC)C(=O)N1CCc2ccccc2C1CN1C(=O)c2ccccc2C1=O (stereo not given),19,?,8%,4%,21%,9%,5,-1%
CC(=O)c1nc2ccccc2n1S(=O)(=O)c1ccc(C)cc1,-19,-4%,0%,-5%,15%,-5%,20,0%
CCCn1nnc(NC(=O)c2ccco2)n1,8,-17%,-8%,0%,0%,-4%,4,-6%
C=CCc1cccc(/C=N/n2c(C)nnc2C)c1O,-24,0%,10%,7%,-15%,-9%,6,1%
Cc1ccc(S(=O)(=O)N(C(=O)c2ccncc2)c2ccc(OC(=O)c3ccncc3)cc2)cc1,3,?,-42%[inhibitor],4%,18%,-2%,-4,5%
Clc1ccccc1CSc1nc2ccncc2[nH]1,4,9%,-14%,4%,-30%,-16%,-1,-7%
CCC(=O)Nc1nc(-c2ccccc2)nc(SC)c1C(C)=O,-7,-4%,?,-4%,-32%,-5%,2,0%
CCCc1cc(N2CCCC2)n2nc(C)c(-c3ccccc3)c2n1,10,?,15%,3%,6%,6%,4,-13%
Cc1ccc(S(=O)(=O)N2CC(O)C[C@H]2C(=O)OCC(=O)Nc2ccc(N3CCCCC3)cc2)cc1C (stereo not given in full),-1,-23%,-23%,13%,42%,-30%,-11,-4%
# The list goes on.
SMILES,D3 antag,TDP-43 yeast inh,Abeta yeast res,EPAC2 ag,FUS yeast rescue,EPAC2 antagonist,DRD3 agonist,aSyn yeast inh
O=C(c1cccnc1Nc1ccc2c(c1)CCC2)N1CCOCC1,6,-16%,13%,-7%,-9%,7%,-3,2%
O=C(CCc1ccccc1)NNC(=O)Nc1ccccc1,-1,-8%,7%,5%,14%,3%,-6,-2%
CCCCNc1nnc(Cc2ccc(Cl)cc2)c(=O)[nH]1,15,6%,1%,-4%,-24%,0%,-4,2%
Cc1ccc(C(=O)Nc2nc(C(N)Cc3ccc(C(F)(F)F)cc3)cs2)cc1 (stereo not given),12,19%,21%,-9%,28%,-10%,4,-23%
Cc1cc2c(=O)n(Cc3ccco3)c(SCC(=O)c3ccc(Cl)s3)nc2s1,28,3%,4%,-6%,19%,-4%,15,3%
Cn1c(=O)oc2cc(S(=O)(=O)N3CCN(c4ccccc4F)CC3)ccc21,-7,-16%,-2%,3%,-3%,24%,-7,-3%
C/C(=N/O)c1ccc(Oc2cnccn2)cc1,15,4%,-7%,6%,-6%,-1%,5,4%
CN(CC(=O)NC1CCCCC1)S(=O)(=O)c1cccc2cccnc12,8,19%,3%,1%,-8%,12%,-4,5%
Cc1cccc(SCc2noc(C(=O)NC(C)C)c2C(=O)O)c1,-11,11%,1%,1%,-7%,10%,19,-8%
O=C(Nc1ccc(Oc2cccnc2)cc1)C1CCN(Cc2ccc(F)cc2)CC1,-11,-14%,-6%,9%,.,-10%,-26,-1%
Cc1[nH][nH]c(=O)c1N=Nc1ccccc1,-4,?,-10%,4%,-7%,-1%,2,-1%
CCOc1ccc(-n2ccc(=O)c(C(=O)Nc3ccc(S(=O)(=O)Nc4nccs4)cc3)n2)cc1,12,4%,12%,7%,11%,-4%,-14,-1%
CC(C)(C)OC(=O)N[C@H]1C=C[C@@H](OC(=O)CC(=O)OCC(F)(F)F)C1,0,19%,-6%,-8%,-11%,0%,11,5%
O=C(CSc1nc2ccccc2c(=O)[nH]1)Nc1nc(-c2ccc(Br)cc2)cs1,30,11%,4%,23%,.,-17%,38*,3%
O=C(COC(=O)COc1ccc(Br)cc1)NNC(=O)c1ccccc1,24,-34%[inhibitor],5%,10%,.,-8%,4,-2%
CCc1nnc(NS(=O)(=O)c2ccc(NC(=O)c3cc(Cl)ccc3[N+](=O)[O-])cc2)s1,1,3%,7%,0%,13%,10%,2,0%
O=C(Nc1ccccc1N1CCOCC1)c1ccc2c(c1)OCCO2,-5,18%,-5%,16%,3%,-15%,-2,-3%
CCOC(=O)/C(C#N)=C/N=c1ccc(C)cn1C,3,-14%[1.82 µM],1%,5%,0%,6%,29,5%
O=C(Nc1nc2ccc([N+](=O)[O-])cc2s1)C1CCCO1 (stereo not given),?,?,10%,14%,2%,7%,0,9%
CN(CC(=O)N1CCN(c2ccccc2F)CC1)S(=O)(=O)c1cnc[nH]1,-3,-23%,-7%,8%,3%,-1%,2,-3%
Cc1ccc(S(=O)(=O)N2CCOCC2)cc1NC(=O)CSc1nnc(C2CC2)n1C1CC1,-4,0%,-1%,10%,13%,1%,1,-4%
N#Cc1ccc(OC(=O)c2cc(-c3ccc(Cl)cc3)on2)cc1,.,?,-25%,.,9%,.,-8,.
COc1ccc(C)cc1NC(=O)c1ccc(N(C)S(C)(=O)=O)cc1,19,-3%,2%,6%,21%,-5%,-14,0%
CC(C)C(=O)NC(=S)Nc1ccccn1,11,22%,8%,-4%,-2%,5%,0,0%
CCOc1ccc(S(=O)(=O)NCCc2sc(-c3ccc(C)cc3)nc2C)cc1,.,?,5%,.,39%,.,17,.
# The results go on:
SMILES,D3 antag,TDP-43 yeast inh,Abeta yeast res,EPAC2 ag,FUS yeast rescue,EPAC2 antagonist,DRD3 agonist,aSyn yeast inh
CCOc1cc(/C=N/n2cnnc2)ccc1O,7,-15%,3%,8%,-12%,-5%,6,-14%
c1cncc(CNc2ncnc3ccc(-c4ccoc4)cc23)c1,.,.,-8%,-11%,10%,-8%,.,.
COc1ccc(C)cc1NC(=O)C1CCCN(S(=O)(=O)c2cccc3cccnc23)C1 (stereo not given),4,1%,1%,12%,18%,6%,1,6%
O=C(CCCn1cnc([N+](=O)[O-])n1)Nc1cccc(Cl)c1Cl,-11,-2%,-7%,12%,.,-6%,-12,-4%
Cc1ccc(-n2nc3c(c2NC(=O)c2ccco2)CS(=O)(=O)C3)cc1C,10,16%,-7%,11%,.,-1%,3,1%
Cc1nn(Cc2ccccc2)c(C)c1NC(=O)c1cc(-c2cccs2)on1,?,-8%,?,20%,9%,0%,5,-14%
COc1cc(NC(=O)c2ccccc2F)c(OC)cc1NC(=O)CN1CCCCC1,-25,0%,-9%,13%,6%,-3%,-4,-1%
COc1ccc(-c2csc(Nc3ccc(S(=O)(=O)Nc4cc(C)on4)cc3)n2)cc1C,7,2%,-10%,3%,-7%,?,2,0%
O=C(CSc1nnnn1Cc1ccccc1)c1ccc(F)cc1,5,25%,-11%,6%,-39%,-2%,5,7%
Cc1cc(=O)[nH]c(SCC(=O)NC(C)C2CC3CCC2C3)c1C#N (stereo not given),1,9%,3%,5%,6%,11%,-1,0%
COc1cccc(/C=C2\N=C(c3c(-c4ccccc4)noc3C)OC2=O)c1OC,-10,-14%,-1%,20%,26%,-6%,4,-10%
CCOC(=O)/C=C1\SCC(=O)N1CC(=O)N1CCOCC1,15,2%,-15%,8%,-5%,0%,2,4%
COc1cccc(CN(C(=O)COc2ccc(Cl)c(C)c2)C2CCS(=O)(=O)C2)c1 (stereo not given),.,22%,3%,.,38%,.,2,.
CCOC(=O)[C@@H]1[C@H]2COc3ccc(Br)cc3[C@@H]2N2C(=O)N(c3ccc(Br)cc3)C(=O)[C@@]12C,-3,13%,6%,17%,38%,-3%,-5,17%
O=S(=O)(N/N=C/c1ccc(F)cc1)c1ccccc1,3,4%,-11%,15%,-5%,2%,-1,5%

# Single records, from the list above. Values in the order: D3 antag	TDP-43 yeast inh	Abeta yeast res	EPAC2 ag	FUS yeast rescue	EPAC2 antagonist	DRD3 agonist	aSyn yeast inh
# `Cc1nn(Cc2ccccc2)c(C)c1NC(=O)c1cc(-c2cccs2)on1` across the screens: ?	-8%	?	20%	9%	0%	5	-14%
# `O=C(CSc1nnnn1Cc1ccccc1)c1ccc(F)cc1` across the screens: 5	25%	-11%	6%	-39%	-2%	5	7%
# `CCOC(=O)[C@@H]1[C@H]2COc3ccc(Br)cc3[C@@H]2N2C(=O)N(c3ccc(Br)cc3)C(=O)[C@@]12C` across the screens: -3	13%	6%	17%	38%	-3%	-5	17%
# `O=S(=O)(N/N=C/c1ccc(F)cc1)c1ccccc1` across the screens: 3	4%	-11%	15%	-5%	2%	-1	5%
# `O=C(CCCn1cnc([N+](=O)[O-])n1)Nc1cccc(Cl)c1Cl` across the screens: -11	-2%	-7%	12%	.	-6%	-12	-4%
